Screening results: PubChem, several laboratories
MBD2 inh: inhibitors of MBD2 binding to methylated DNA, primary screen, biochemical, TR-FRET, DNA-binding domain, human | Methyl-CpG-binding domain protein 2 (Homo sapiens), Q9UBB5 | MBD2 binding to methylated oligonucleotide | inhibition, % at 4.4 µM | 0.31% of 370,000 active | AID 686964, 2013; in the data active means inhibition above about 13%
UHRF1 binding: UHRF1 methylated DNA binding inhibitors, primary screen, counter-screen for MBD2 inhibitor project, biochemical, TR-FRET, human UHRF1, single concentration | UHRF1 binding to methylated oligo | 0.75% of 370,000 active | E3 ubiquitin-protein ligase UHRF1 (Homo sapiens), Q96T88 | inhibition, % at 4.4 µM | AID 687016, 2013; in the data active means inhibition above about 21%;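 further: UHRF1 SRA domain binding a hemimethylated CpG hairpin DNA probe; 0% = median of test compound wells and 100% = reference inhibitor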
rCAG RNA binder: binders of r(CAG) RNA repeats, primary screen, biochemical, fluorescence; r(CAG) RNA repeat, TO-PRO-1 dye displacement fluorescence; inhibition, % at 3 µM; 1.3% of 370,000 active;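 active means inhibition above the plate cutoff, the mean of all test compounds on that plate plus 3 SD, cut at about 35% in these data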;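 further: 0% = DMSO alone and 100% = 100 µM mitoxantrone as full dye displacement; higher means more dye released from RNA so lower well fluorescence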
ABHD4 inh: ABHD4 inhibitors, primary screen, biochemical, fluorescence polarization, mouse | purified mABHD4, FP-Rh probe fluorescence polarization | inhibition, % at 8.92 µM | 0.54% of 370,000 active | AID 720543, 2013;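 active means inhibition exceeding the mean over every tested compound plus 3 SD, cut at about 30% in these data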;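 further: 0% = plate median of compound wells and 100% = S159A mutant with DMSO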
Target sequence (Q8VD66 whole entry, looked up): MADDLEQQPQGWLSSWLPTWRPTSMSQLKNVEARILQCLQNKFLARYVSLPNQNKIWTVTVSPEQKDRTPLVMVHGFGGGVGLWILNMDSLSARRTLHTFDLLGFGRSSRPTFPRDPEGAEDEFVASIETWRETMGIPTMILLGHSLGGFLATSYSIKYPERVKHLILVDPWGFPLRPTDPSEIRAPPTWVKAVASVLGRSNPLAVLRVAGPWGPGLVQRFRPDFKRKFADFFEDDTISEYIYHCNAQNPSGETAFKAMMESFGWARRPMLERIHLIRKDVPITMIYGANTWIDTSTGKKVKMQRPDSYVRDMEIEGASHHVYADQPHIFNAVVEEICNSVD
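Assay system: Wild-type mouse ABHD4 protein | Medium: HEPES pH 7.0 buffer, 150 mM NaCl, 0.01% Pluronic F-127 | Incubation: Enzyme–compound pre-incubation 45 min, then probe 60 min, both 25 °C | Technique: Fluorescence polarization with parallel and perpendicular emission, 525/598 nm | Evaluation: % inhibition of FP-Rh probe binding versus controls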
TCR CD3 inh: inhibitors of human TCR-CD3 interaction, primary screen, biochemical, fluorescence, TAMRA-labeled TCR probe; T-cell receptor (TCR); inhibition, % at 9.4 µM; 0.37% of 360,000 active; AID 651800, 2012; in the data active means inhibition above about 19%;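 further: recombinant mutant TCR 2C K166C tagged with TAMRA read by polarization; 0% = receptor in buffer alone and 100% = receptor with positive control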
PRMT1 FP inh: PRMT1 methyltransferase inhibitors, primary screen, biochemical, fluorescence polarization | recombinant PRMT1, activity-based probe fluorescence polarization | inhibition, % at 2.79 µM | 1.3% of 370,000 active | AID 652257, 2013;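 active means inhibition above about 21% made by adding two undisclosed values, limit read from the data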
Target sequence (Q99873 whole entry, looked up): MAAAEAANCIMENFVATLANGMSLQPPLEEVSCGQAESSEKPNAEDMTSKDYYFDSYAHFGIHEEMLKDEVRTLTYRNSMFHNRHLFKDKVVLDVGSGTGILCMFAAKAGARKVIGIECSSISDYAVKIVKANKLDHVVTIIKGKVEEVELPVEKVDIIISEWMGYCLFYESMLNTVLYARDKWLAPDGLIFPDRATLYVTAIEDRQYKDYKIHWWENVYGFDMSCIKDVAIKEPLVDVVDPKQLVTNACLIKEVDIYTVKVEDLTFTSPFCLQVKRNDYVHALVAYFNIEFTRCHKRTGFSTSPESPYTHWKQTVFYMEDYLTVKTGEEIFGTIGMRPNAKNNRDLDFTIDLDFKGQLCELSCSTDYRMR
GC-B act: human GC-B receptor activators, primary screen, HEK293 GC-B cells, cGMP TR-FRET, EC30 CNP. Atrial natriuretic peptide receptor 2 (Homo sapiens), P20594. activation, % at 10 µM. 0.11% of 370,000 active. 0% at EC30 CNP, 100% saturating CNP;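 active means activation at 10 µM reaching about 35% in either raw or pattern-adjusted values, limit read from the data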
HTRA1 inhibitor: HTRA1 serine protease inhibitors, primary screen, biochemical, fluorescence polarization, HTS; recombinant HTRA1, FP-rhodamine activity-based probe; inhibition, % at 5.96 µM; 0.5% of 340,000 active; AID 504803, 2011; in the data active means inhibition above about 36%;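 further: 0% = enzyme with DMSO and 100% = wells lacking enzyme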
SIAE primary: human SIAE inhibitors, primary screen, biochemical, fluorescence polarization, FP-Rh probe, 1536-well HTS. Sialate O-acetylesterase (Homo sapiens), Q9HAT2. SIAE FP-Rh probe binding. inhibition, % at 9.66 µM. 0.69% of 370,000 active;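 active means inhibition above a cutoff: mean of compounds within the control limits plus 3 SD of those, cut at about 17% in these data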;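 further: 0% = plate median of compound wells and 100% = probe without SIAE protein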
NPR1 activator: GC-A stimulated cGMP production enhancers – HEK293 GC-A cells, cGMP TR-FRET, EC30 ANP, primary screen; Atrial natriuretic peptide receptor 1 (Homo sapiens), P16066; 0% at EC30 ANP, 100% saturating ANP; activation, % at 10 µM; 0.14% of 370,000 active; AID 1671463, 2021; in the data active means activation above about 40%
* marks the source's active call; other numbers are inactive results; / = no result given.

SMILES	MBD2 inh	UHRF1 binding	rCAG RNA binder	ABHD4 inh	TCR CD3 inh	PRMT1 FP inh	GC-B act	HTRA1 inhibitor	SIAE primary	NPR1 activator
O=c1c(-c2ccco2)[n+]([O-])c2ccccc2n1OCc1ccccc1[N+](=O)[O-]	1	-2	2	6	9	2	-2	10	7	2
CCN1CCN(CCCNC(=O)C2CCCN(c3nc4c(C)cc(C)cc4s3)C2)CC1 (stereo not given)	-5	-2	1	-2	-2	-4	-3	3	5	0
Cn1nccc1NC(=O)c1nccnc1C(=O)O	-3	0	-1	2	2	0	1	6	-6	5
CC(NC(=O)CN1CCN(c2cccc(Cl)c2)CC1)c1ccccc1 (stereo not given)	5	1	-6	0	7	-2	-2	0	4	4
CCOC(=O)c1c(NC(=O)CSc2nnc(C)s2)sc2c1CCN(C)C2	1	-2	-2	3	2	-3	1	1	-1	5
Brc1cccc(-c2nc3c4ccccc4ccn3c2Cc2ccsc2)c1	0	-1	6	-11	7	1	-5	/	-9	-1
CCc1ccccc1N1CCN(S(=O)(=O)c2ccc(F)c(C)c2)CC1	-1	1	-3	-2	-2	-1	3	-1	4	1
Cc1ccc(NC(=O)NC2CC(=O)N(c3ccc4c(c3)OCCO4)C2)c(C)c1 (stereo not given)	1	-1	-4	5	2	2	1	-4	4	0
CCCNC(=O)Nc1ccc2c(c1)nc(C)n2C	2	-1	0	1	1	-3	3	3	5	-3
O=C(Nc1c2c(nc3ccccc13)CCCC2)c1cccc([N+](=O)[O-])c1	-3	1	0	0	-3	-3	2	-2	4	5
C[C@@H]1CN([C@H](C)CO)C(=O)c2cc(NC(=O)c3ccncc3)ccc2O[C@@H]1CN(C)C(=O)Nc1ccccc1	7	11	-7	-1	-1	0	3	0	0	3
Cc1ccc(-c2nn3c(-c4ccccc4)nnc3o2)cc1	4	1	3	-2	-1	1	-11	-11	-3	-12
C=CCNC(=O)c1cc(-c2cccnc2)nc2ccccc12	-3	-5	-1	-7	3	-1	5	9	4	0
CC(=O)Nc1ccc(S(=O)(=O)NCc2nc(-c3ccccc3)no2)cc1	3	-4	1	5	-2	0	-1	3	0	-1
CCCCN(Cc1ccco1)C(=O)C1CCCN(c2ncnc3c2nc2n3CCCCC2)C1 (stereo not given)	-6	-3	-9	-2	5	-3	-7	-11	5	-10
c1ccc(-c2[nH]ncc2-c2nc3ccccc3[nH]2)cc1	-4	4	0	9	-3	4	8	-6	-5	2
COC(=O)[C@@]12CCCCN1[C@H](c1ccc(-c3cccc(Cl)c3)c(OC)c1)[C@@H]1C(=O)N(C)C(=O)[C@@H]12	-6	-5	6	-22	-3	4	0	-31	0	-6
Cc1[nH]c2ccc(C(=O)N3CCN(C)CC3)cc2c1C	-2	1	-5	0	-4	-1	0	3	7	-1
CC(=O)c1c(N2CCOCC2)nc(=S)n(-c2cc(C)ccc2C)c1C	0	2	0	8	-3	11	1	-6	2	0
CCOC(=O)CNC(=O)c1ccc(Cl)s1	1	1	-1	3	-12	-1	-3	-6	0	4
O=C(CC[C@H]1O[C@@H](n2cnc3c(NC(=O)c4ccccc4)ncnc32)[C@H](O)[C@@H]1O)NCc1ccco1	6	1	1	2	-3	1	10	/	0	6
COc1ccc(Nc2nc(C)nc3sc4c(c23)CCC4)cc1O	0	-1	3	3	-2	1	-3	/	-1	-4
Cc1cccc(C)c1N1C(=O)CN(Cc2ccccc2)C1=S	3	8	-5	2	-3	1	-5	-1	-10	0
C/C(=N\Nc1cc(N2CCCCC2)nc(C)n1)c1ccc(Br)cc1	3	5	3	13	-9	3	-8	-5	-10	-4
Cc1cccc(NC(=O)c2c([N+](=O)[O-])c(C(C)(C)C)nn2C)c1	-1	1	-3	-5	2	0	1	-11	-7	1
(cont.)
SMILES	MBD2 inh	UHRF1 binding	rCAG RNA binder	ABHD4 inh	TCR CD3 inh	PRMT1 FP inh	GC-B act	HTRA1 inhibitor	SIAE primary	NPR1 activator
CCOc1ccc(CCN2C(=S)N([C@@H](CC(C)C)CN3CCCC3CN3C(=S)NC[C@@H]3Cc3ccc(O)cc3)C[C@@H]2CC(C)C)cc1 (stereo not given in full)	-5	-5	6	-12	0	1	8	-44	-14	-1
O=C(O)CCCCCNS(=O)(=O)c1ccc2c(c1)OCCO2	3	1	-1	-2	4	-6	-3	-4	-5	6
CN(C(=O)CCN1C(=O)/C(=C/c2ccccc2)SC1=S)C1CCS(=O)(=O)C1 (stereo not given)	-4	-2	-1	-4	-3	-10	0	8	-3	-8
Cc1ccccc1SCC(=O)OCC(=O)NCCNC(=O)COC(=O)CSc1ccccc1C	-9	-1	-6	2	4	-1	-3	-2	-2	1
CC(C)N=C1SC(CC(=O)Nc2ccccc2)C(=O)N1C(C)C (stereo not given)	1	-1	-2	-3	7	61*	-4	-6	0	2
O=C(Cn1c(=O)n(CC(=O)NCc2ccccc2)c2ccccc21)NCc1ccccc1	2	-2	-1	-5	2	-4	-6	4	-7	-1
COc1ccccc1NC(=O)CNS(=O)(=O)c1ccccc1	2	3	-2	3	0	-1	5	4	-3	1
COc1cccc(CN(C)C(=O)c2cccc(NC(=O)CC3SC(N4CCCCC4)=NC3=O)c2)c1OC (stereo not given)	0	-1	4	-2	6	2	3	5	-6	0
Cc1cccc(N2CCN(C(=O)COc3cc(=O)n(C)c4ccccc34)CC2)c1C	3	2	-4	8	-4	0	-1	-12	-3	-4
CC(C)(C)C(=O)c1c(N)[nH]c(C(=O)c2ccccc2)c1-c1ccccc1	-2	-1	0	-8	0	-3	4	/	6	0
O=C(Nn1c(C2CCCCC2)nc2ccccc2c1=O)c1ccc([N+](=O)[O-])cc1Cl	2	-1	24	2	5	-1	6	-3	-2	0
COc1ccc(CCNC(=O)COC(=O)C2COc3ccccc3O2)cc1 (stereo not given)	11	20	0	-2	-3	0	-4	-1	1	2
CC(C)NC(=O)C1CCN(C(=O)c2ccc(-c3ccccc3)cc2)CC1	3	0	-6	0	3	-2	-6	2	0	-4
CCOc1ccccc1N(CC(=O)Nc1c(C)n(C)n(-c2ccccc2)c1=O)S(=O)(=O)c1ccccc1	2	-1	-9	-4	-5	1	5	4	9	0
CC(C)OC(=O)c1cccnc1N1CCN(c2cccc(Cl)c2)CC1	1	6	0	-1	3	3	-2	-30	-4	0
CCC(C)NCCOCCOc1ccc(Cl)cc1Br (stereo not given)	0	0	2	17	2	1	-3	0	12	-2
CC(=O)N1CC=CC1(CC(C)C)C(=O)NCc1cc(F)cc(C(F)(F)F)c1 (stereo not given)	4	1	0	-12	-8	4	1	-8	-1	-3
COc1ccc(-c2c(C#Cc3ccsc3)c3cc(-c4ccc(OC)c(F)c4)ccc3n2C)cc1	3	3	3	2	2	0	1	-6	-7	-2
O=C(C1CCC1)N1CCN(S(=O)(=O)c2ccc([N+](=O)[O-])cc2)CC1	-3	-1	0	2	2	-7	3	0	-1	1
O=C1CSC(c2ccccc2)N1c1cccnc1 (stereo not given)	-8	1	0	-6	10	-7	5	10	-4	4
CC(=O)Nc1ccc(CN2CCC2(C)C(=O)NC2CCN(Cc3ccccc3)CC2)cc1 (stereo not given)	-2	1	0	3	-2	-2	-3	/	-4	2
CC1CCN(C(=O)Cn2nnc(-c3ccc(N)cc3)n2)CC1	1	-1	1	-2	2	2	-5	1	1	5
COc1ccc(OCC(O)CN2CCN(c3ccc(OC)cc3)CC2)cc1 (stereo not given)	2	6	-8	5	-5	6	-4	8	1	4
O=S(=O)(c1ccc(F)cc1)N1CCN(CC(O)COCc2cccs2)CC1 (stereo not given)	7	1	-6	12	-4	1	-1	-4	7	0
O=C(/C=C/c1ccc(Cl)c([N+](=O)[O-])c1)Nc1ccc(NC(=O)c2ccco2)cc1	-1	4	1	2	-8	5	1	-1	-7	-1

Continued, overlapping the part above by 3 compounds.
SMILES	MBD2 inh	UHRF1 binding	rCAG RNA binder	ABHD4 inh	TCR CD3 inh	PRMT1 FP inh	GC-B act	HTRA1 inhibitor	SIAE primary	NPR1 activator
COc1ccc(OCC(O)CN2CCN(c3ccc(OC)cc3)CC2)cc1 (stereo not given)	2	6	-8	5	-5	6	-4	8	1	4
O=S(=O)(c1ccc(F)cc1)N1CCN(CC(O)COCc2cccs2)CC1 (stereo not given)	7	1	-6	12	-4	1	-1	-4	7	0
O=C(/C=C/c1ccc(Cl)c([N+](=O)[O-])c1)Nc1ccc(NC(=O)c2ccco2)cc1	-1	4	1	2	-8	5	1	-1	-7	-1
Cc1nc2ccccc2n1CC(=O)N/N=C\C=C\c1ccccc1	-2	-1	-3	-5	6	0	4	-4	0	-2
NNC(=O)c1ccc(CN2CCCCC2)o1	-4	-1	-3	-5	0	-1	1	-5	-8	2
O=C(C1=C[C@@H](c2ccc(C(F)(F)F)cc2)C[C@@H](OCCCCO)O1)N1CCCCCCC1	-3	2	-7	1	6	-2	-4	-10	1	-3
O=C1CCC(=O)N1c1ccc(S(=O)(=O)N2CCCC2)cc1	-4	0	-1	6	-1	-2	4	11	0	5
CC(C)C[C@@H](CN=[N+]=[N-])N1CCN(Cc2ccccc2)CCC1=O	-2	-3	-7	3	3	-1	6	-4	-3	1
CCCC(=O)NCCCc1nc2ccccc2n1CC	0	-2	0	3	10	-4	0	5	6	1
Cn1ccs/c1=N\S(=O)(=O)c1ccc(F)cc1	-2	0	6	-2	4	3	0	6	0	-1
Cc1cc(NC(=O)Nc2cccc(Cl)c2)n(-c2ccccn2)n1	1	-1	5	-61	-4	7	-3	-73	-88	3
CCOC(=O)c1ccc(NC(=S)Nc2ccccn2)cc1	-3	0	0	-3	-2	-2	2	-2	1	-1
Cc1ccc(C(c2sc3nc(C)nn3c2O)N2CC(C)OC(C)C2)cc1 (stereo not given)	4	5	-8	9	5	-2	3	0	0	3
C=C(C)Cn1c(=O)c2c(nc3n2CC(C)CN3Cc2ccccc2)n(C)c1=O (stereo not given)	3	4	-8	-2	-1	2	0	4	5	0
Cn1c(N)c(C(=O)CSc2nc3ccccc3c(=O)n2Cc2ccccc2)c(=O)n(C)c1=O	3	1	2	-1	2	-5	3	8	2	-6
COc1ccc(C2N(C(=O)N(C)C)CCN2S(=O)(=O)c2ccc(OC)cc2)cc1 (stereo not given)	4	0	-4	1	2	-3	2	3	2	-2
COc1ccc(NC(=O)c2cccc3ccccc23)cc1OC	2	2	0	-5	-4	4	1	2	1	1
Cc1cc(C)c(N(CC(=O)NC(C)(C)C)C(=O)CNC(=O)c2cccs2)c(C)c1	-7	-2	-6	2	-7	-3	-1	/	6	0
Cc1nnc(NC(=O)CSc2nnc(CCc3nc4ccccc4[nH]3)n2C)s1	0	-3	-3	0	1	-3	1	-6	1	3
COc1cc(NC(=O)c2ccc([N+](=O)[O-])o2)ccc1NC(=O)c1ccco1	-2	-5	8	14	2	-2	-11	13	10	0
CCSc1nnc(NC(=O)C2CCN(C(=O)c3ccc(F)cc3)CC2)s1	0	1	0	-2	-4	4	-9	0	1	-1

Not all compounds are listed; the hit share may differ from the screen's.
